CASP6 VEID inh: blocks human caspase-6 cleavage activity; P55212; purified caspase-6, Z-VEID-R110 cleavage fluorescence; inhibition, % at 12.5 µM; hit rate 0.53% among 350,000;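 active = mean inhibition across replicates at least about 35%, with every replicate also reaching that limit, limit read from the data; inconclusive = only one of the two criteria met; inactive = neither criterion met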;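 also: 0% = median of neutral control wells and 100% = no fluorescence left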
Target sequence (P55212 24-179 limits assumed): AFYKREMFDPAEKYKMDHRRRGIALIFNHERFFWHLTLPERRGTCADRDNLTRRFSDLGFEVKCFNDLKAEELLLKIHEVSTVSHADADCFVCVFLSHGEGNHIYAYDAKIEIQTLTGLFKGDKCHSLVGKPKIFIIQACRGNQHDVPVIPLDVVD
Target sequence (P55212 194-293 limits assumed): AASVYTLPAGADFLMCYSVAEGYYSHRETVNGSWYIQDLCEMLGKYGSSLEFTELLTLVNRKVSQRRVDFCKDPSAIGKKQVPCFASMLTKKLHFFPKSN
LGR2 inh: inhibitors of bursicon-induced Drosophila LGR2 receptor cAMP signaling; HEK293 LGR2, CRE-luciferase, bursicon-stimulated, 4 h; inhibition, % at 9.99 µM; hit rate 0.35% among 380,000;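 active = drop in luminescence signal, shown as inhibition above about 50% in the replicate tests, limit read from the data, passing the limit was not always enough; inconclusive = probably only some replicates passing the limit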;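 also: agonist challenge used bursicon conditioned medium at about half maximal strength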
Statin myotox sup: suppression of simvastatin myotoxicity | rescue of ATP level, % at 7.49 µM | C2C12 myotubes + simvastatin, ATP luminescence, 48 h; scaled: DMSO 0, geranylgeraniol control 100 | hit rate 0.78% among 330,000;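 active = mean ATP rescue above about 67%, or every replicate alone reaching that limit, limit read from the data, passing the limit was not always enough; inconclusive = no clear call, values can overlap the other calls; inactive = mean under the limit and some replicate under it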;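 also: myotubes were challenged with 10 µM simvastatin during compound exposure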
esBAF inh: inhibitors of esBAF chromatin remodeling in mouse ES cells | Bmi1-luciferase knock-in reporter, 24 h; 100% = twice the neutral-well signal | reporter increase, % at 12.5 µM | hit rate 2% among 350,000; in the data active = activation above about 40%; inconclusive = no clear call, values can overlap the other calls;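 also: 0% = median of the plate's neutral control wells and 100% = double that signal; a rise in the Bmi1 reporter signal indicates esBAF inhibition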
FN deposit inh: fibronectin deposition inhibition | inhibition, % at 12.6 µM | AH1F fibroblasts, Alexa488-fibronectin deposition fluorescence, overnight | hit rate 0.086% among 350,000;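 active = mean inhibition across replicates of 30% or more, regardless of how many single replicates reach that level; inconclusive = mean under 30% yet at least half of replicates reach 30%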;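 also: positive control wells lacked labelled fibronectin entirely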
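test system = AH1F fibroblasts assembling fluorescent fibronectin matrix | quantity = 10000 AH1F cells per well | buffer or medium = DMEM plus 2% serum, read in PBS | doses = single dose, pinned | incubation = 1 h cell attachment, overnight exposure to compound and label | detection = fluorescence at 485 nm excitation, 525 nm emission | read-out basis = inhibition from reduced deposited-fibronectin fluorescence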
SIRT5 inh: sirtuin-5 (human) deacylase inhibition. Q9NXA8. Purified SirT5, succinyl-peptide AMC, trypsin-coupled fluorescence. hit rate 1.1% among 330,000. inhibition, % at 15 µM; in the data active = inhibition above about 15%; inconclusive = no clear call, values can overlap the other calls
Target sequence (Q9NXA8 whole entry, looked up): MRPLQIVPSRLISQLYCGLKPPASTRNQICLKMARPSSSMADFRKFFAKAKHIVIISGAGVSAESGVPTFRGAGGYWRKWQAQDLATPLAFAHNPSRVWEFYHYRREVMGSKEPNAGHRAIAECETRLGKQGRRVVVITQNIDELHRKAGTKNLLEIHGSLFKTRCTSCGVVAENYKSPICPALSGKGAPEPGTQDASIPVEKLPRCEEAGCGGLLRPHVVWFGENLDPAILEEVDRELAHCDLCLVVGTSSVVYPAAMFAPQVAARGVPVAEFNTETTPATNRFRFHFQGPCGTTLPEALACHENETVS
S100A4 inh HTS: blocks human S100A4 binding to myosin IIA peptide. P26447. S100A4/TAMRA-MyoIIA peptide fluorescence polarization. inhibition, % at 10.7 µM. hit rate 0.14% among 360,000. AID 652163;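 active = mean inhibition of at least 70% across replicates, with every replicate also reaching that level; inconclusive = mean inhibition reaches 70% but some replicates fall short; inactive = mean inhibition below 70%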
Target sequence (P26447 whole entry, looked up): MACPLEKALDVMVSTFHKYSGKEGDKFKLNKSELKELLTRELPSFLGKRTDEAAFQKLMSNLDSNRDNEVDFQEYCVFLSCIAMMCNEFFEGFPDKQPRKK
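Test system – S100A4 monomer (human) · Compound – single-point compound testing · Schedule – 5 min incubation before reading · Probe or stimulus – TAMRA-labelled myosin IIA heavy-chain peptide probe, 5 nM · Benchmarks – neutral control DMSO, positive control TFP · Medium – Calcium-containing HEPES buffer, pH 7.2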
Starred values were filed as active, the others as inactive; ? = inconclusive; . = no result given. Not all compounds are listed; rates above refer to the full screens.

Abbreviations: A = CASP6 VEID inh; B = LGR2 inh; C = Statin myotox sup; D = esBAF inh; E = FN deposit inh; F = SIRT5 inh; G = S100A4 inh HTS
O=C(Nc1cccc2ccccc12)OC[C@@H]1CSCCS(=O)(=O)N1
  A: -4; B: -6; C: .; D: .; E: -1; F: 0; G: 0

COc1cccc(OC)c1C(=O)Nc1ccccc1C(=O)N1CCOCC1
  A: .; B: 5; C: 10; D: 5; E: .; F: .; G: .

CCCS(=O)(=O)NC(=O)C1(C)CCN(C(=O)c2cc(C)on2)C1 (stereo not given)
  A: 2; B: -28; C: -10; D: -3; E: 5; F: -3; G: -4

O=C(NCc1ccco1)C1(c2ccc(Cl)cc2)CCCC1
  A: .; B: 8; C: 19; D: -10; E: 10; F: .; G: .

Cc1cccc([C@H]2[C@@H]3C=CC[C@@H](C)[C@@H]3C(=O)N2Cc2ccccc2)c1
  A: 0; B: 9; C: 43; D: -9; E: .; F: -5; G: -4

C[C@@H]1CN([C@H](C)CO)C(=O)c2c(c3ccccc3n2C)-c2ccccc2CO[C@H]1CN(C)S(=O)(=O)c1ccccc1
  A: -3; B: 5; C: 44; D: 29; E: -1; F: 7; G: 131*

CC(C)CCNC(=O)C1CC(c2ccccc2C(F)(F)F)=NO1 (stereo not given)
  A: -1; B: -2; C: 8; D: 4; E: 10; F: .; G: 0

O=C1NC(=S)SC1=Cc1cc(Br)ccc1O
  A: 29; B: 0; C: 8; D: -4; E: -3; F: 7; G: 15

Cc1noc(C)c1S(=O)(=O)Nc1ccc2c(c1)C(=O)N([C@@H](C)CO)C[C@H](C)[C@@H](CN(C)C)OCCCC[C@@H](C)O2
  A: -3; B: -6; C: .; D: -1; E: -1; F: 7; G: -1

Clc1ccc(Nc2ccc(Cl)nn2)cc1
  A: -2; B: -19; C: .; D: .; E: -3; F: 4; G: 2

CCCC1(C(=O)OC)NC(c2cccc(F)c2)C2C(=O)N(CC)C(=O)C21 (stereo not given)
  A: .; B: .; C: -3; D: -10; E: -16; F: .; G: .

CCCCCCCCN
  A: -2; B: 12; C: .; D: .; E: -2; F: -4; G: 0

Cc1cc(C(=O)CSc2nc(N)cc(=O)[nH]2)c(C)n1-c1cccc(F)c1
  A: 0; B: 2; C: 2; D: -15; E: 5; F: -1; G: -3

CCSc1nnc(-c2ccc(S(=O)(=O)N3CCCC3)cc2)n1C
  A: .; B: .; C: 8; D: -5; E: -9; F: .; G: .

CCOc1cc(-c2noc(CCC(=O)NCCc3ccccc3)n2)ccc1OC
  A: -2; B: -5; C: 18; D: -7; E: 1; F: 1; G: 1

CC(=O)c1cn(C2OC(CO)C3OC(C)(C)OC32)c(=O)n(C)c1=O (stereo not given)
  A: 1; B: 10; C: .; D: .; E: -4; F: -1; G: 3

CC(=O)OCc1cc2cccc(C)c2[nH]c1=O
  A: .; B: .; C: -3; D: -9; E: -1; F: .; G: .

COc1ccc(C[C@H]2CCn3cc(nn3)COC[C@H](CC(C)C)NC2=O)cc1
  A: -3; B: 10; C: .; D: .; E: -18; F: 1; G: -2

O=C1CCCC2=C1C(c1cccc(Br)c1)n1nc(-c3ccco3)nc1N2 (stereo not given)
  A: 0; B: 4; C: 34; D: 3; E: 5; F: -2; G: -2

Cc1cc(C)c(S(=O)(=O)N2CCCCCC2)cc1Br
  A: 2; B: 12; C: .; D: .; E: -3; F: 1; G: -5

COc1ccc2c3c(n(C)c2c1)[C@H](CO)N(S(C)(=O)=O)CC31CN(CC2CCOCC2)C1
  A: 3; B: -19; C: .; D: .; E: -4; F: -5; G: 0

COc1ccc(NC(=O)N(C)C[C@@H]2OCCCC[C@H](C)Oc3ccc(NS(=O)(=O)c4ccc(F)cc4)cc3C(=O)N([C@H](C)CO)C[C@@H]2C)cc1
  A: 2; B: 7; C: .; D: 7; E: .; F: 6; G: -1

Cc1ccc(Nc2c(-c3ccccc3O)nc3ncccn23)cc1
  A: -1; B: -20; C: .; D: .; E: 4; F: 1; G: -3

O=C(COc1cccc(NC(=O)c2cccs2)c1)c1ccc(F)cc1
  A: -1; B: -14; C: .; D: .; E: 1; F: 5; G: -4

O=C(Cc1ccc([N+](=O)[O-])cc1)Nc1ccc2c(c1)CCC2
  A: 1; B: -25; C: 8; D: 9; E: 7; F: 0; G: 11

COc1ccccc1CCC(=O)NCCCn1ccc2ccccc21
  A: 1; B: 20; C: 3; D: 6; E: 3; F: -1; G: -22

Cc1ccc(CSc2nnc(Nc3ccc(C)cc3)s2)cc1
  A: 0; B: -1; C: 4; D: -1; E: .; F: -4; G: -1

C[C@@H]1CCCCO[C@H](CN(C)S(=O)(=O)c2ccccc2)[C@H](C)CN([C@@H](C)CO)C(=O)c2cc(NC(=O)c3ccncc3)ccc2O1
  A: 0; B: -4; C: .; D: 5; E: -4; F: 2; G: -25

CCN(CC)C(=O)Oc1ccc2ccccc2c1Cl
  A: 0; B: -31; C: -2; D: 16; E: 6; F: -1; G: 0

COc1ccc(C2COc3cc(O)ccc3C2)c(OC)c1O (stereo not given)
  A: -1; B: 4; C: -7; D: 9; E: .; F: -1; G: -17

COc1ccc(CSc2n[nH]c(=O)[nH]c2=O)cc1
  A: 1; B: 0; C: -4; D: 7; E: -1; F: .; G: -2

C=CCOc1ccc(/C=N/n2nnnc2N)cc1OC
  A: 2; B: 1; C: .; D: .; E: 5; F: -5; G: 6

CC(C)Cc1nc(SCC(=O)N2CC(C)OC(C)C2)c2c(=O)n(C)c(=O)n(C)c2n1 (stereo not given)
  A: 3; B: -1; C: -1; D: -1; E: -4; F: -1; G: 2

O=C(COC(=O)c1ccccc1)NCC1COc2ccccc2O1 (stereo not given)
  A: -3; B: -3; C: -4; D: 2; E: .; F: .; G: -2

Cc1ccc(C)c(-c2cc(C(=O)NC3CC3)c3ccccc3n2)c1
  A: 1; B: 3; C: .; D: .; E: 2; F: -5; G: -10

S=c1[nH]nc(COc2ccccc2)n1/N=C/c1ccc(Cl)cc1
  A: 1; B: -19; C: 10; D: -6; E: -5; F: -1; G: 0

O=[N+]([O-])c1cccc(OCCCN2CCC(Cc3ccccc3)CC2)c1
  A: -3; B: 0; C: -12; D: 2; E: 1; F: -3; G: -19

COc1ccc(/C=C2/SC(=S)N(CCC(=O)N3CCN(C)CC3)C2=O)cc1
  A: 1; B: -2; C: 4; D: -4; E: -6; F: -3; G: 5

Cc1c(NC(=O)C(C)OC(=O)CNC(=O)c2ccccc2)c(=O)n(-c2ccccc2)n1C (stereo not given)
  A: .; B: .; C: -4; D: -3; E: -18; F: .; G: .

Cc1ccc(C(=O)OCC(=O)c2ccc(CC(=O)N3CCOCC3)s2)c(C)c1
  A: 22; B: 12; C: -6; D: 6; E: 5; F: -1; G: -4

Four structures out of the list, sorted by count of non-hydrogen atoms, largest number first.
Abbreviations: A = CASP6 VEID inh; B = LGR2 inh; C = Statin myotox sup; D = esBAF inh; E = FN deposit inh; F = SIRT5 inh; G = S100A4 inh HTS
COc1ccc(/C=C2/SC(=S)N(CCC(=O)N3CCN(C)CC3)C2=O)cc1
  A: 1; B: -2; C: 4; D: -4; E: -6; F: -3; G: 5

O=C(COC(=O)c1ccccc1)NCC1COc2ccccc2O1 (stereo not given)
  A: -3; B: -3; C: -4; D: 2; E: .; F: .; G: -2

S=c1[nH]nc(COc2ccccc2)n1/N=C/c1ccc(Cl)cc1
  A: 1; B: -19; C: 10; D: -6; E: -5; F: -1; G: 0

C=CCOc1ccc(/C=N/n2nnnc2N)cc1OC
  A: 2; B: 1; C: .; D: .; E: 5; F: -5; G: 6

Additional entries.
Abbreviations: A = CASP6 VEID inh; B = LGR2 inh; C = Statin myotox sup; D = esBAF inh; E = FN deposit inh; F = SIRT5 inh; G = S100A4 inh HTS
CC(C)(C)NC(=O)C(c1ccc(O)cc1)N(C(=O)CCC(=O)Nc1nccs1)c1cccc(F)c1 (stereo not given)
  A: 7; B: -22; C: .; D: .; E: 0; F: 0; G: 1

CCCNC(=O)N1C[C@H](C)[C@H](OC)CN(C)C(=O)c2ccc(NS(C)(=O)=O)cc2OC[C@H]1C
  A: -1; B: 16; C: -7; D: -1; E: -1; F: 7; G: 18

Cc1csc(NC(=O)C2C3C=CC(C3)C2C(=O)O)n1 (stereo not given)
  A: .; B: 7; C: 36; D: -8; E: -3; F: .; G: .

COc1cccc(CC(=O)Nc2cc(S(=O)(=O)N3CCOCC3)ccc2N2CCN(C)CC2)c1
  A: -2; B: 11; C: 0; D: -2; E: -1; F: -1; G: -2

CC(O)(c1ccccc1)c1nc(-c2ccc(S(C)(=O)=O)cc2)cs1 (stereo not given)
  A: 2; B: -9; C: -1; D: 6; E: -8; F: -5; G: -3

O=C(C[C@@H]1C[C@H]2c3cc(NC(=O)NC4CCCC4)ccc3O[C@H]2[C@H](CO)O1)NCc1ccc(-c2ccccc2)cc1
  A: 0; B: -1; C: -48; D: 6; E: 9; F: -1; G: -22

Cc1ccccc1S(=O)(=O)Nc1ccc2c(c1)C(=O)N(C)[C@@H]1CC[C@@H](CC(=O)O)O[C@H]1CO2
  A: .; B: -16; C: 20; D: 3; E: 3; F: .; G: .

CN(C)S(=O)(=O)c1cccc(NC(=O)c2ccc(Sc3nncn3C)c([N+](=O)[O-])c2)c1
  A: -4; B: 6; C: -3; D: 6; E: 3; F: -1; G: 0

O=C(CC1CS(=O)(=O)CC1CC(=O)Nc1ccc2c(c1)OCCO2)Nc1ccc2c(c1)OCCO2 (stereo not given)
  A: -1; B: ?; C: 1; D: -23; E: 2; F: -3; G: -5

NC(=S)N/N=C/c1ccc2cccc(OCc3ccccc3)c2n1
  A: 3; B: 2; C: 28; D: -10; E: 13; F: -5; G: -1

COC(=O)c1ccccc1NC(=O)C1CCCN(c2nnc(-n3cccc3)s2)C1 (stereo not given)
  A: -2; B: -5; C: -11; D: -3; E: -10; F: 1; G: 2

O=C(C1CCCC1)N1[C@H](CO)[C@H](c2ccccc2)C12CN(CCC(F)(F)F)C2
  A: 2; B: -14; C: .; D: .; E: -20; F: -2; G: 16

O=C(COc1ccc2c3c(c(=O)oc2c1)CCCC3)N1CCN(c2ccc(F)cc2)CC1
  A: 4; B: -6; C: 4; D: -2; E: -4; F: 1; G: -8

O=C(NCCCN1CCOCC1)c1cc2c(=O)[nH]c3ccccc3c2s1
  A: -2; B: -16; C: .; D: .; E: -4; F: -10; G: -1

C[C@@H]1CN([C@@H](C)CO)S(=O)(=O)c2ccc(C#CCN(C)C)cc2O[C@@H]1CN(C)Cc1ccccc1
  A: 0; B: -10; C: 5; D: -7; E: .; F: -5; G: -5

COc1ccc2o/c(=N\O)c(C(=O)Nc3ccccc3OC)cc2c1
  A: -2; B: -6; C: -14; D: 3; E: .; F: -1; G: -2

CN(CCOC(=O)c1cccc(F)c1)Cc1ccccc1
  A: 0; B: .; C: .; D: .; E: 3; F: 0; G: -2

C[C@@H]1CN([C@H](C)CO)S(=O)(=O)c2ccc(-c3ccc(F)cc3)cc2O[C@H]1CN(C)C(=O)Nc1ccc(F)cc1
  A: .; B: 18; C: -54; D: .; E: -8; F: .; G: .

CCOC(=O)c1cnc2oc3ccccc3n2c1=O
  A: 5; B: 13; C: -3; D: 19; E: 8; F: -2; G: -8

COc1ccc(NC2=C(C(C)=O)C(c3ccccc3)C(C(C)=O)C(C)(O)C2)cc1 (stereo not given)
  A: -1; B: -18; C: -2; D: 4; E: -4; F: -1; G: -9

CC(C)CC(=O)NC(=S)Nc1ccc(N2CCCC2)c(Cl)c1
  A: -4; B: -10; C: .; D: .; E: -8; F: -1; G: -5

CCc1noc(C)c1C(=O)Nc1cc(C(F)(F)F)ccc1-n1cncn1
  A: 5; B: -2; C: .; D: .; E: -4; F: 3; G: -3

Compound activity: PubChem BioAssay, Broad Institute
